FBW7 act – activators of human E3 ligase FBW7; AID 1259310; AlphaScreen FBW7–phospho-cyclin E peptide binding, activator screen; 0.13% of 650,000 active; Q969H0; normalized activity (activation), % at 26.1 µM; in the data active means normalized activity above about 1.9%;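 further: purified mutant Fbw7 with reduced substrate affinity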
Target sequence (Q969H0 whole entry, looked up): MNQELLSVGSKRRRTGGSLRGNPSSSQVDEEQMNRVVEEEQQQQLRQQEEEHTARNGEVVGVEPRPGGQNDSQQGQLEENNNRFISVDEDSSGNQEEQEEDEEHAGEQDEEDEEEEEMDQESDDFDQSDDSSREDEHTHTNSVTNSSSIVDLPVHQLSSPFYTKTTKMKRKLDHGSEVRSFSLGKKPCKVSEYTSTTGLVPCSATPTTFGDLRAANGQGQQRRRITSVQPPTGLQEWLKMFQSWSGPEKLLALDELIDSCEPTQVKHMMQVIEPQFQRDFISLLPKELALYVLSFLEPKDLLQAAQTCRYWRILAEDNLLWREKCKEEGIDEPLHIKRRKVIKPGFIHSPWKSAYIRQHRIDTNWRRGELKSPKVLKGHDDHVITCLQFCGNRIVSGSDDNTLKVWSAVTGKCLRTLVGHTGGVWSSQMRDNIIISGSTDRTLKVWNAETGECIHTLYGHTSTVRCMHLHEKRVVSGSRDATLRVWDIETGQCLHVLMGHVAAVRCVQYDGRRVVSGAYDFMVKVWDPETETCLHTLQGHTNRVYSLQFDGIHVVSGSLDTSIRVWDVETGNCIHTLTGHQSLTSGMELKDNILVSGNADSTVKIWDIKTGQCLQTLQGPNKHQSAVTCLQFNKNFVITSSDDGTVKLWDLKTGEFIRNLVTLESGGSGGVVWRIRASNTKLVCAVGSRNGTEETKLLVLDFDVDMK
GPR151 activ – activators of human GPR151. PathHunter beta-arrestin GPR151 cells, luminescence. activation, % at 11.2 µM. 1% of 650,000 active. AID 1508602; in the data active means activation above about 4.9%;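 further: 0% = median of compound wells and 100% = cells with positive control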
Target sequence (Q8TDV0 whole entry, looked up): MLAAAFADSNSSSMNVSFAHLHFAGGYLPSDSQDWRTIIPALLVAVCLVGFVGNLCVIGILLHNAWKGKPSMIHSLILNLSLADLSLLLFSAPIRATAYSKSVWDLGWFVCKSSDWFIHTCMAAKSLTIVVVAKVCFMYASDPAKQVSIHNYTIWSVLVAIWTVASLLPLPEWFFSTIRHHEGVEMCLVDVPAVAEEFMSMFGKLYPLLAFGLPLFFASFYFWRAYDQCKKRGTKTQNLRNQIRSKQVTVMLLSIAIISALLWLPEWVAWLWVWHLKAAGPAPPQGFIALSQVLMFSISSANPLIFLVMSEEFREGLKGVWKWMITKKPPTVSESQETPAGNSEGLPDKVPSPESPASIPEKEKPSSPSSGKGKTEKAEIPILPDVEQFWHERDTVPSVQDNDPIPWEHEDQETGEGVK
TEAD-YAP inh – TEAD-YAP interaction inhibition | HEK-TIYL cells, TEAD-Gal4/YAP UAS-luciferase luminescence | inhibition, % at 9.12 µM | 1.4% of 640,000 active; in the data active means inhibition above about 32%;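 further: 0% = median of test compound wells and 100% = reference inhibitor wells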
MITF inh – human MITF inhibition, primary screen. O75030. AlphaScreen MITF homodimerization, bead proximity signal. inhibition, % at 2.6 µM. 0.91% of 650,000 active. AID 1259374; in the data active means inhibition above about 50%;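 further: 0% = vehicle wells with protein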
* marks the source's active call; other numbers are inactive results. This is a random part of the collection; 3.5% or so of the library scored in one or more.

Sample of the layout (3 entries):
For C=CCOc1c(Cl)cc(CNCCCO)cc1Cl the results were FBW7 act 0.2, GPR151 activ -0.6, TEAD-YAP inh 3 and MITF inh 6.
`O=C(CNC(=S)N(Cc1ccccc1F)C1CCCCC1)N1CCc2ccccc21` gave FBW7 act -0.1, GPR151 activ 0.0, TEAD-YAP inh 0 and MITF inh 1.
For Cc1ccc2cc(C#N)c(N3CCCN(S(=O)(=O)c4ccccc4)CC3)nc2c1 the results were FBW7 act 0.1, GPR151 activ -0.6, TEAD-YAP inh 6 and MITF inh -14.

Main list, repeating the preview:
For C=CCOc1c(Cl)cc(CNCCCO)cc1Cl the results were FBW7 act 0.2, GPR151 activ -0.6, TEAD-YAP inh 3 and MITF inh 6.
`O=C(CNC(=S)N(Cc1ccccc1F)C1CCCCC1)N1CCc2ccccc21` gave FBW7 act -0.1, GPR151 activ 0.0, TEAD-YAP inh 0 and MITF inh 1.
For Cc1ccc2cc(C#N)c(N3CCCN(S(=O)(=O)c4ccccc4)CC3)nc2c1 the results were FBW7 act 0.1, GPR151 activ -0.6, TEAD-YAP inh 6 and MITF inh -14.
CCCC(=O)Nc1cc(C)c(NC(=O)c2cnccn2)cn1 was read as FBW7 act 0.5, GPR151 activ 2.7, TEAD-YAP inh -17 and MITF inh 1.
For Cc1cc(N2C(=O)c3ccc(C(=O)c4ccccc4)cc3C2=O)ccc1Br the results were FBW7 act -0.1, GPR151 activ -1.6, TEAD-YAP inh -4 and MITF inh 9.
For COc1cc(C2CC(=O)NC3=C2C(=O)CC(C)(C)C3)cc(OC)c1OC (configuration not stated) the results were FBW7 act -0.3, GPR151 activ -0.3, TEAD-YAP inh 13 and MITF inh 8.
`CN(C)S(=O)(=O)c1cccc(C(=O)OCc2ccccc2C#N)c1` gave FBW7 act 0.0, GPR151 activ 0.2, TEAD-YAP inh 5 and MITF inh -16.
For CCCCNC(=O)c1ccc(SCC(=O)N(CC)CC)c([N+](=O)[O-])c1 the results were FBW7 act 0.0, GPR151 activ 0.1, TEAD-YAP inh -1 and MITF inh 19.
COCCNC(=O)c1ccc(-n2c(C)cc3c2CCCC3)cc1 was read as FBW7 act -0.1, GPR151 activ 4.7, TEAD-YAP inh -7 and MITF inh 7.
For CC(=O)N1CCN(C(=O)CC2(c3cccc(F)c3)CC(=O)N(C3CCCC3)C2=O)CC1 (configuration not stated) the results were FBW7 act 0.1, GPR151 activ -0.6, TEAD-YAP inh 0 and MITF inh -11.
For CCOC(=O)c1c(C)oc2ccc(OC(=O)c3ccccc3C)cc12 the results were FBW7 act 0.9, GPR151 activ 1.5, TEAD-YAP inh 4 and MITF inh 9.
For CC1CCN(c2nc3c(c(=O)[nH]c(=O)n3C)n2Cc2ccccc2)CC1 the results were FBW7 act 0.0, GPR151 activ 0.4, TEAD-YAP inh 4 and MITF inh 1.
Screening CCOc1ccc(C(=O)Oc2coc(CSc3nccc(C)n3)cc2=O)cc1OCC returned FBW7 act 0.0, GPR151 activ -1.9, TEAD-YAP inh 3 and MITF inh 1.
Screening COc1ccc2cc3c(N)nn(C(=O)CSc4ccncc4)c3nc2c1 returned FBW7 act -0.3, GPR151 activ -1.5, TEAD-YAP inh 11 and MITF inh -4.
Screening Cc1ccc2ncnc(NCCc3ccccc3)c2c1 returned FBW7 act -0.3, GPR151 activ 0.6, TEAD-YAP inh 50* and MITF inh 11.
`O=C(O)c1cc2ccccc2c(N=Nc2cccnc2)c1O` gave FBW7 act 0.1, GPR151 activ -1.3, TEAD-YAP inh 8 and MITF inh 12.
`CC(NC(=O)c1ccco1)c1nnc2n1CCN(Cc1ccc(Cl)cc1)CC2` (configuration not stated) gave FBW7 act 0.4, GPR151 activ 0.7, TEAD-YAP inh 0 and MITF inh -24.
NC(=O)c1ccc[n+](Cc2ccc(Cl)c(Cl)c2)c1 was read as FBW7 act -0.1, GPR151 activ 4.8, TEAD-YAP inh -8 and MITF inh -5.
`COc1ccc(N=C2NC(=O)C(CC(=O)Nc3ccccc3)S2)cc1` (configuration not stated) gave FBW7 act 0.2, GPR151 activ -0.6, TEAD-YAP inh 12 and MITF inh -3.
For CC(C)C(=O)Nc1cccc(C(=O)Nc2ccccc2C(N)=O)c1 the results were FBW7 act 0.0, GPR151 activ 1.2, TEAD-YAP inh 5 and MITF inh 8.
For O=C1CN=C(Nc2ccc(F)cc2)N1c1ccccc1 the results were FBW7 act 0.1, GPR151 activ -0.6, TEAD-YAP inh 5 and MITF inh 0.
`OC1(c2ccc3c(c2)OCO3)CCN(Cc2ccccn2)CC1` gave FBW7 act 0.0, GPR151 activ 2.7, TEAD-YAP inh 20 and MITF inh 4.
`COc1ccc([C@@H]2CN(C(=O)c3cc(F)cc(F)c3)C[C@H]2C(=O)O)cc1` gave FBW7 act -0.3, GPR151 activ 0.2, TEAD-YAP inh 0 and MITF inh 4.
For CS(=O)(=O)NC(=O)CCC/C=C\C[C@H]1C(=O)C[C@@H](O)[C@@H]1/C=C/[C@@H](O)COc1ccccc1 the results were GPR151 activ 1.1 and MITF inh 0.
Cc1ccc(C(=O)COC(=O)c2cccc(C)c2O)cc1[N+](=O)[O-] was read as FBW7 act 0.0, GPR151 activ 0.9, TEAD-YAP inh -1 and MITF inh -2.
For CC(C)N1CCc2c(sc(NC(=O)COc3ccc(Cl)cc3Cl)c2C(N)=O)C1 the results were FBW7 act -0.1, GPR151 activ 3.6, TEAD-YAP inh -5 and MITF inh 1.
`O=C(Cn1c2c(c(-c3ccccc3)cc1=O)CCCC2)NC1CC1` gave FBW7 act 0.2, GPR151 activ -0.6, TEAD-YAP inh 1 and MITF inh 13.
O=C(Nc1cccc(C(=O)O)c1)/C(=C\c1cccc([N+](=O)[O-])c1)NC(=O)c1ccccc1 was read as FBW7 act 0.1, GPR151 activ -0.9, TEAD-YAP inh 1 and MITF inh 2.
CC(=O)N1CCC(C(=O)NCC2Cc3cc(F)cc(-c4ccc(F)c(C)c4)c3O2)CC1 (configuration not stated) was read as FBW7 act 0.2, GPR151 activ -0.5, TEAD-YAP inh -2 and MITF inh 1.
`O=C(O)c1ccc([C@@H]2Nc3c(F)cccc3[C@@H]3C=CC[C@@H]32)cc1` gave FBW7 act -1.1, GPR151 activ 1.0, TEAD-YAP inh 2 and MITF inh 70*.
For COCCCn1c(C)cc(C(=O)COC(=O)c2ccc([N+](=O)[O-])s2)c1C the results were FBW7 act -0.4, GPR151 activ -1.1, TEAD-YAP inh 2 and MITF inh 12.
`Cc1nc(SCc2ccc([N+](=O)[O-])o2)c(C#N)c(C)c1Cl` gave FBW7 act -0.1, GPR151 activ -0.9, TEAD-YAP inh -10 and MITF inh -4.
`COc1ccc(Cl)c2sc(N(CCN(C)C)C(=O)c3ccco3)nc12` gave FBW7 act 0.0, GPR151 activ 1.9, TEAD-YAP inh 8 and MITF inh 7.
O=C(Oc1ccc(NC2=NS(=O)(=O)c3ccccc32)cc1CN1CCCCC1)c1ccccc1 was read as FBW7 act -0.1, GPR151 activ -0.5, TEAD-YAP inh 0 and MITF inh 19.
For CCC(C)NS(=O)(=O)c1ccc(OCC(=O)NCc2cccnc2)cc1 (configuration not stated) the results were FBW7 act -0.2, GPR151 activ -0.2, TEAD-YAP inh 7 and MITF inh -3.
`Cc1cc(NC(=O)c2ccccc2F)n(-c2nc3c(cnn3-c3cccc(C)c3C)c(=O)[nH]2)n1` gave FBW7 act 0.1, GPR151 activ 2.9, TEAD-YAP inh 7 and MITF inh 18.

The final five records of the section above lead into the next:
`Cc1nc(SCc2ccc([N+](=O)[O-])o2)c(C#N)c(C)c1Cl` gave FBW7 act -0.1, GPR151 activ -0.9, TEAD-YAP inh -10 and MITF inh -4.
`COc1ccc(Cl)c2sc(N(CCN(C)C)C(=O)c3ccco3)nc12` gave FBW7 act 0.0, GPR151 activ 1.9, TEAD-YAP inh 8 and MITF inh 7.
O=C(Oc1ccc(NC2=NS(=O)(=O)c3ccccc32)cc1CN1CCCCC1)c1ccccc1 was read as FBW7 act -0.1, GPR151 activ -0.5, TEAD-YAP inh 0 and MITF inh 19.
For CCC(C)NS(=O)(=O)c1ccc(OCC(=O)NCc2cccnc2)cc1 (configuration not stated) the results were FBW7 act -0.2, GPR151 activ -0.2, TEAD-YAP inh 7 and MITF inh -3.
`Cc1cc(NC(=O)c2ccccc2F)n(-c2nc3c(cnn3-c3cccc(C)c3C)c(=O)[nH]2)n1` gave FBW7 act 0.1, GPR151 activ 2.9, TEAD-YAP inh 7 and MITF inh 18.
CS(=O)(=O)NN1C(=O)c2ccccc2NC1c1ccccc1 (configuration not stated) was read as FBW7 act 0.1, GPR151 activ -0.2, TEAD-YAP inh 6 and MITF inh 10.
`CCOC(=O)/C(C#N)=C/c1ccc(-c2ccc([N+](=O)[O-])cc2OC)o1` gave FBW7 act 0.0, GPR151 activ 1.4, TEAD-YAP inh 10 and MITF inh 1.
COc1cccc(S(=O)(=O)N2CCC(c3nc(-c4ccc(F)cc4)no3)CC2)c1 was read as FBW7 act 0.2, GPR151 activ 1.2, TEAD-YAP inh 2 and MITF inh 2.
`CCOc1ccc(CCNS(=O)(=O)c2cc(-c3nnc(Nc4ccc(C(N)=O)cc4)c4ccccc34)ccc2C)cc1OCC` gave FBW7 act 0.0, GPR151 activ -0.1, TEAD-YAP inh 9 and MITF inh 2.
For O=C(O)c1cc(F)c(N2CCOCC2)cc1Cl the results were FBW7 act 0.6, GPR151 activ 0.2, TEAD-YAP inh -13 and MITF inh 1.
`CNC(=O)CSc1nc2[nH]ncc2c(=O)[nH]1` gave FBW7 act -0.1, GPR151 activ 0.3, TEAD-YAP inh 6 and MITF inh 0.
For O=C1CC(Sc2nc3ccccc3s2)C(=O)N1c1ccc(Cl)c(Cl)c1 (configuration not stated) the results were FBW7 act -0.1, GPR151 activ 1.2, TEAD-YAP inh 4 and MITF inh -6.
Screening COc1cc(OC)cc(-n2nc(C(=O)NCCCN3CCCCCC3)c3ccccc3c2=O)c1 returned FBW7 act 0.1, GPR151 activ 1.3, TEAD-YAP inh 4 and MITF inh 4.
`Cn1c(=O)[nH]c(=O)c2c1nc(N1CCN(CCO)CC1)n2Cc1cccc2ccccc12` gave FBW7 act -0.1, GPR151 activ -1.0, TEAD-YAP inh 4 and MITF inh 6.
COc1nc(N)nc(-c2c(C)noc2C)n1 was read as FBW7 act 0.0, GPR151 activ -0.7, TEAD-YAP inh 0 and MITF inh 4.
For CC(=O)NCCNc1nc2ccc(C)cc2cc1C#N the results were FBW7 act 0.4, GPR151 activ -0.8, TEAD-YAP inh 3 and MITF inh 7.
`CCC(Sc1nnc2c3ccccc3n(C)c2n1)C(=O)Nc1ccccc1C#N` (configuration not stated) gave FBW7 act -0.1, GPR151 activ -0.9, TEAD-YAP inh 5 and MITF inh 4.
Cc1ccccc1-n1nc2c(c1NC(=O)c1ccc(C)c([N+](=O)[O-])c1)CSC2 was read as FBW7 act 0.2, GPR151 activ 0.0, TEAD-YAP inh 3 and MITF inh 13.
CN1CCCN(C(=O)C2CC23CCN(Cc2cccc(F)c2)CC3)CC1 (configuration not stated) was read as FBW7 act -0.1, GPR151 activ 0.3, TEAD-YAP inh 1 and MITF inh -5.
Screening CC(C)COC(=O)N1CCCC1C(=O)NC1CCCCCC1 (configuration not stated) returned FBW7 act -0.1, GPR151 activ 0.8, TEAD-YAP inh -6 and MITF inh 7.
For CC1SCC(=O)N(CC(=O)Nc2ccc(Cl)cc2)C1=O (configuration not stated) the results were FBW7 act 0.0, GPR151 activ 1.0, TEAD-YAP inh 0 and MITF inh -5.
`Cc1nc(NCc2ccccc2)sc1-c1ccn(C)n1` gave FBW7 act -0.1, GPR151 activ 0.2, TEAD-YAP inh -24 and MITF inh -6.
`NS(=O)(=O)c1ccc(CCNC(=O)NC2CCCCC2)cc1` gave FBW7 act 0.2, GPR151 activ -1.5, TEAD-YAP inh 17 and MITF inh 4.
For COc1ccccc1N1CCN(C(=O)CN2CCC(O)(c3nccn3C)CC2)CC1 the results were FBW7 act 0.1, GPR151 activ 0.4, TEAD-YAP inh -5 and MITF inh 13.
`COc1ccc(Cn2c(=O)c3cccnc3n(Cc3cccc(OC)c3)c2=O)cc1` gave FBW7 act -0.1, GPR151 activ -1.4, TEAD-YAP inh -5 and MITF inh -8.
Screening CC(C)CC(C(=O)O)N1C(=O)c2ccc(Cl)cc2C1=O (configuration not stated) returned FBW7 act -0.1, GPR151 activ 0.2, TEAD-YAP inh -8 and MITF inh -14.
COc1cccc(CN2C(=O)CN(C3CCCCC3)C(=O)C2c2ccc(F)cc2)c1 (configuration not stated) was read as FBW7 act -0.2, GPR151 activ 1.3, TEAD-YAP inh 7 and MITF inh -12.
`O=[N+]([O-])c1cc(F)c(N2CCOCC2)cc1N1CCCCCC1` gave FBW7 act -0.5, GPR151 activ -1.8, TEAD-YAP inh 7 and MITF inh 3.
Screening Cc1ccc(C(=O)Nc2ccccc2NC(=O)c2ccc(C)o2)o1 returned FBW7 act -0.2, GPR151 activ 0.0, TEAD-YAP inh 5 and MITF inh -2.
COc1ccc(-c2noc(NCc3ccc(F)cc3)n2)cc1OC was read as FBW7 act -0.2, GPR151 activ -0.3, TEAD-YAP inh -1 and MITF inh 4.
For Cc1cnc(CN(C)C(=O)c2cc(COc3c(F)cccc3F)on2)[nH]1 the results were FBW7 act 0.0, GPR151 activ 0.3, TEAD-YAP inh 7 and MITF inh -11.
Cc1cc(Cl)ccc1NC(=O)CN1CCC(C(N)=O)(N2CCCCC2)CC1 was read as FBW7 act -0.1, GPR151 activ -0.8, TEAD-YAP inh -2 and MITF inh 20.
Screening Cc1cc(OCC(=O)Nc2cccnc2)ccc1Cl returned FBW7 act 0.2, GPR151 activ 0.3, TEAD-YAP inh -31 and MITF inh 13.
CCOC(=O)CCN(Cc1ccccc1F)S(=O)(=O)c1cccc(Cl)c1C was read as FBW7 act 0.2, GPR151 activ -0.2, TEAD-YAP inh 9 and MITF inh -2.
